# Compound activity deposited in PubChem BioAssay by National Center for Advancing Translational Sciences (NCATS).
# DT40 TDP1 no CPT: qHTS for Inhibitors of human tyrosyl-DNA phosphodiesterase 1 (TDP1): qHTS in cells in absence of CPT; DT40 Tdp1-/- hTDP1 cells, no CPT, ATP luminescence, 48 h; Potency, µM (series often up to 46.2 µM), without a hit: top-dose activity change, negative = growth inhibition, hits mostly inhibitors; 420,000 tested, 15% active; AID 686978, 2013; also: nearly all actives have a fitted effect of over 55% in size
#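 Growth of hTDP1-complemented DT40 Tdp1-knockout cells is measured by ATP luminescence after at least 48 hr compound exposure at 37 °C, with DMSO substituting for the 20 nM CPT used in the parallel screen.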
# DT40 TDP1 CPT: DT40-hTDP1 cell growth loss with CPT. chicken DT40 Tdp1-/-;hTDP1 cells + 20 nM CPT, ATP luminescence, 48 h. Potency, µM (highest dose often 46.2 µM), without a hit: at the highest dose activity change, negative = growth inhibition, most hits filed as inhibitors. 420,000 tested, 12% active. AID 686979; also: nearly all actives have a fitted effect of over 55% in size
#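 Cell growth measured by CellTiter-Glo luminescence after a minimum 48 h, 37 C compound exposure with 20 nM CPT in Tdp1-knockout DT40 cells stably expressing hTDP1, seeded 400/well; qHTS titration format.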
# TDP1 inh: inhibitors of human tyrosyl-DNA phosphodiesterase TDP1 | Potency, µM (highest dose often 130 µM), for inactives: top-dose activity change, negative = inhibition, usual class: inhibitors | recombinant TDP1, AlphaScreen DNA substrate cleavage | Q9NUW8 | 350,000 tested, 0.28% active; also: nearly all actives have a fitted effect of over 40% in size
# Target sequence (Q9NUW8 whole entry, looked up): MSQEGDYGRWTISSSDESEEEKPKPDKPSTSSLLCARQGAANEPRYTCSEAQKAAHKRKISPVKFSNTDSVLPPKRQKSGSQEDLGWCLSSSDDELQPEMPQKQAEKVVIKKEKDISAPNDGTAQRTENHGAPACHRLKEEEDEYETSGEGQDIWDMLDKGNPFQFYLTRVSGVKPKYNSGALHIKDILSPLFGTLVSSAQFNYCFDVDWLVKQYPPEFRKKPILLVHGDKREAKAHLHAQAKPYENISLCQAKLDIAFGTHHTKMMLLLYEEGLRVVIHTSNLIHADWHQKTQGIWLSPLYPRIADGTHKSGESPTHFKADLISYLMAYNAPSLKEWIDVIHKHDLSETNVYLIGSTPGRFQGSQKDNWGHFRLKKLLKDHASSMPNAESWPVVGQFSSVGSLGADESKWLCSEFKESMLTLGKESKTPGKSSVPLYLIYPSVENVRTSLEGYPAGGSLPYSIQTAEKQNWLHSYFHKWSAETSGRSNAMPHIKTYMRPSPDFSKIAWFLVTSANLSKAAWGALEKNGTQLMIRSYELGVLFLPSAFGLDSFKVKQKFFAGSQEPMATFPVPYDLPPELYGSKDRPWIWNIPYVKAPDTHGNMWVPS
#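 E. coli-derived human Tdp1, 1 nM final. Cpd preinc 15 min RT; substrate 15 nM final, 5 min RT; AS bead mix 10 ug/ml final, 10 min RT. Signal loss = tyrosine-FITC cleavage. No-enzyme wells = max signal.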
# Numbers without * were called inactive; ? = inconclusive; · = no result given; [ ] = remark or other dose. Calls follow the shape of the dose curve; as a rule, active = well fitted curve in the direction sought with a large enough effect; inconclusive = small, poorly fitted or top-dose-only effect, or another doubt; inactive = no such curve, though single readings can be large; an effect the other way counts as inactive or inconclusive. % is scaled to controls: 0 for no effect and ±100 for the full control effect; potency is read from the fitted curve at half-maximal effect. An excerpt; the hit share may differ from the screen's.
[1] COC(=O)C1=C(c2cc3ccccc3s2)C[C@@H]2CC[C@H]1N2C(=O)NCc1ccccc1
[2] CC(=O)N1CCCc2cc(S(=O)(=O)N3CCCC(C(=O)N4CCN(c5ccccc5F)CC4)C3)ccc21 (stereo unspecified)
[3] c1ccc(CCN2CCC3(CC2)OCCO3)cc1
[4] CC(N)Cc1ccc2c(c1)OCO2 (stereo unspecified)
[5] O=C1NC(=O)C(=Cc2ccc(SC3CCCCC3)o2)C(=O)N1
[6] O=c1[nH]c(=S)n(Cc2ccc(F)cc2)c(O)c1/C=N/N1CCCCCC1

screen / no.,1,2,3,4,5,6
DT40 TDP1 no CPT,?,5.8µM*,-14.2%,-10.2%,?,?
DT40 TDP1 CPT,?,3.66µM*,6.0%,-12.6%,16.4µM*,-23.5%
TDP1 inh,·,0.0%,·,·,?,6.9%

[7] O=C(c1ccc2c(c1)ncn2C1CCCCCC1)N1CCC2(CC1)OCCO2
[8] Cn1c(O)c(C=NC2CC3CCC2(C)C3(C)C)c(=O)[nH]c1=O (stereo unspecified)
[9] O=C(c1ccccc1)c1ccc(N=Nc2c(O)[nH]c(=O)[nH]c2=O)cc1
[10] COc1ccc(-c2cc3nc(NCc4ccc(N(C)C)cc4)n(C)c(=O)c3s2)cc1OC
[11] COc1ccc(OCC(=O)N2CCN(Cc3cc(=O)n4nc(-c5ccc(OC)cc5)sc4n3)CC2)cc1
[12] Cc1c(C(=O)O)cccc1-n1c(C)cc(/C=C2\C(=O)NC(=O)N(c3ccc4c(c3)OCO4)C2=O)c1C

screen / no.,7,8,9,10,11,12
DT40 TDP1 no CPT,?,?,?,-24.9%,20.6µM*,0.1%
DT40 TDP1 CPT,?,-21.5%,?,?,14.6µM*,22.5%
TDP1 inh,1.9%,3.1%,-9.8%,·,5.4%,?

[13] Cc1cc(=O)oc2c(C)c(OCC(=O)N3C[C@H]4C[C@@H](C3)c3cccc(=O)n3C4)ccc12
[14] CC1(C)Cc2c(C#N)c(N3CCNCC3)nc(-c3ccco3)c2CS1
[15] COC(=O)C(Cl)C(=O)OC
[16] CSc1ccc(C(=O)C2CCCN(Cc3ccn[nH]3)C2)cc1 (stereo unspecified)
[17] O=C(Cc1ccccc1)N1CCN(Cc2ccc([N+](=O)[O-])cc2)CC1
[18] O=C(c1ccco1)N1CCC[C@@]2(CCN(Cc3ccncc3)C2)C1

screen / no.,13,14,15,16,17,18
DT40 TDP1 no CPT,-13.8%,?,1.1%,?,0.7%,-12.8%
DT40 TDP1 CPT,-13.0%,18.4µM*,-0.4%,1.2%,-19.9%,-8.5%
TDP1 inh,·,3.6%,·,·,-1.1%,·

# Part of the list above in another layout:
[13] Cc1cc(=O)oc2c(C)c(OCC(=O)N3C[C@H]4C[C@@H](C3)c3cccc(=O)n3C4)ccc12
  DT40 TDP1 no CPT = -13.8%; DT40 TDP1 CPT = -13.0%; TDP1 inh = ·

[14] CC1(C)Cc2c(C#N)c(N3CCNCC3)nc(-c3ccco3)c2CS1
  DT40 TDP1 no CPT = ?; DT40 TDP1 CPT = 18.4µM*; TDP1 inh = 3.6%

[15] COC(=O)C(Cl)C(=O)OC
  DT40 TDP1 no CPT = 1.1%; DT40 TDP1 CPT = -0.4%; TDP1 inh = ·

[16] CSc1ccc(C(=O)C2CCCN(Cc3ccn[nH]3)C2)cc1 (stereo unspecified)
  DT40 TDP1 no CPT = ?; DT40 TDP1 CPT = 1.2%; TDP1 inh = ·

# Following part
[19] Cc1cccc(NC(=O)CSc2nc3ccccc3c(=O)n2C)c1C
[20] Cc1ccccc1N1C(=O)NC(=O)/C(=C\c2cc(C)n(C)c2C)C1=O
[21] NP(=O)(Oc1ccccc1)c1ccccc1 (stereo unspecified)
[22] COC(=O)C1=C(c2cccc(C#N)c2)C[C@@H]2CC[C@H]1N2C(=O)N1CCOCC1
[23] C[C@@H]1O[C@@H](O[C@H]2CC[C@]3(C=O)C4CC[C@]5(C)[C@@H](C6=CC(=O)OC6)CC[C@]5(O)[C@@H]4CC[C@]3(O)C2)[C@H](O)[C@H](O)[C@H]1O (stereo partly specified)
[24] CCN1C[C@]2(COC)CC[C@H](O)[C@]34C1[C@](O)([C@@H](OC)[C@H]23)[C@@]1(O)C[C@H](OC)[C@H]2C[C@@H]4[C@@H]1[C@H]2OC

screen / no.,19,20,21,22,23,24
DT40 TDP1 no CPT,4.11µM*,0.3%,-4.4%,?,0.326µM*,2.2%
DT40 TDP1 CPT,8.2µM*,-20.2%,8.1%,-19.1%,0.366µM*,-2.8%
TDP1 inh,·,-1.8%,·,0.3%,1.2%,·

[25] COCC#CCN1CCCCC1c1cccnc1 (stereo unspecified)
[26] CCN(CC)CCN=Cc1c(O)n(Cc2ccco2)c(=O)[nH]c1=O
[27] COc1cc([C@@H]2c3cc4c(c(O)c3C[C@H]3COC(=O)[C@@H]32)OCO4)cc(OC)c1OC
[28] Oc1ccccc1/C=N/NP(=S)(c1ccccc1)c1ccccc1
[29] CCOc1cc2c(cc1OCC)-n1cccc1C(c1ccc(F)cc1)NC2 (stereo unspecified)
[30] CS(=O)(=O)c1ccc(C2=C(CNC(=O)c3ccncc3)[C@H]3CC[C@@H](C2)N3Cc2ccccc2)cc1

screen / no.,25,26,27,28,29,30
DT40 TDP1 no CPT,-6.5%[9.04 µM],-15.4%,0.126µM*,?,?,-0.9%
DT40 TDP1 CPT,14.9%[9.04 µM],-1.5%,0.159µM*,-23.6%,?,5.5%
TDP1 inh,0.0%,5.1%,-6.6%,5.3%,·,·

[31] CC(C)(C)c1cc(OC(=O)Cc2ccccc2)ccc1O
[32] O=C1/C(=C/c2ccc([N+](=O)[O-])cc2)N2CCC1CC2
[33] C=CCn1c(O)c(C(CC)=NCc2ccc3c(c2)OCO3)c(=O)[nH]c1=O
[34] CCCCn1nnnc1C(CCc1ccccc1)N1CCC2(CC1)C(=O)NCN2c1ccccc1 (stereo unspecified)
[35] CCOC(=O)C(O)(c1ccc(NC(=S)NC(=O)c2ccc(Cl)cc2Cl)cc1)C(F)(F)F (stereo unspecified)
[36] O=C(Oc1ccccc1)N1CCC[C@@]2(CCN(Cc3ccccc3)C2)C1

screen / no.,31,32,33,34,35,36
DT40 TDP1 no CPT,-16.2%,?,?,?,25.9µM*,-28.1%
DT40 TDP1 CPT,-24.8%,?,?,?,?,-2.7%
TDP1 inh,·,10.8%,1.2%,·,5.5%,·

[37] CCOc1cc2c(cc1OCC)-n1cccc1C(c1ccc(OC)cc1)NC2 (stereo unspecified)
[38] CC1(C)CC(=O)c2cc(OCC(=O)N3CCN(Cc4ccccc4)CC3)ccc2O1
[39] Cc1ccc(-c2cc(C(=O)N3CCC4(CC3)OCCO4)no2)cc1
[40] CC12Nc3ccccc3C(=O)N1Cc1cnnn1-c1ccccc12 (stereo unspecified)
[41] CCN(CC)S(=O)(=O)c1ccc(N=Cc2c(O)n(-c3ccccc3)c(=O)[nH]c2=O)cc1
[42] Nc1ccc(C2(c3ccc(N)cc3)CCCCC2)cc1

screen / no.,37,38,39,40,41,42
DT40 TDP1 no CPT,18.4µM*,-2.8%,-26.7%,-5.8%,-15.0%,12.6%
DT40 TDP1 CPT,?,6.7%,-14.7%,-0.2%,-8.4%,4.1%
TDP1 inh,·,3.4%,2.4%,·,-2.0%,0.0%

[43] COc1ccc(OC)c(NP(=O)(Oc2ccc(Cl)cc2)Oc2ccc(Cl)cc2)c1
[44] COC(=O)C1=C(c2cc3ccccc3s2)C[C@@H]2CC[C@H]1N2C(=O)NC1CC1
[45] CC1OC(C[N+](C)(C)C)CC1O (stereo unspecified)
[46] Cc1ccc2c(c1)[C@H]1[C@H](CO2)[C@H](c2ccccc2)[C@]2(C)C(=O)N(CC3CCCO3)CC(=O)N12 (stereo partly specified)
[47] O=C(/C=C/c1cccs1)c1cc(Cl)ccc1OC(=O)N1CCOCC1
[48] C[C@H]1CC[C@@H]2[C@@H](C)[C@H]3[C@H](C[C@H]4[C@@H]5CC=C6C[C@@H](O[C@@H]7O[C@H](CO)[C@H](O)[C@H](O[C@@H]8O[C@H](CO)[C@@H](O)[C@H](O)[C@H]8O)[C@H]7O[C@@H]7O[C@@H](C)[C@H](O)[C@@H](O)[C@H]7O)CC[C@]6(C)[C@H]5CC[C@]34C)N2C1

screen / no.,43,44,45,46,47,48
DT40 TDP1 no CPT,13.2%,14.6µM*,0.8%,?,16.4µM*,?
DT40 TDP1 CPT,3.1%,?,0.1%,3.4%,16.4µM*,14.6µM*
TDP1 inh,2.7%,·,·,0.9%,0.0%,-2.7%

[49] Cc1sc2ncnc(SCC(=O)Nc3ccc(S(=O)(=O)N4CCOCC4)cc3)c2c1C
[50] CC(C)Oc1ccc(CCN)cc1Cl
[51] O=c1cc(CN2CCNCC2)nc2sccn12
[52] CCN1CCN(Cc2cccnc2)CC1
[53] O=C(c1c[nH]c2ccc(S(=O)(=O)N3CCC4(CC3)OCCO4)cc2c1=O)N1CCC2(CC1)OCCO2
[54] COc1ccc(-n2c(C)nc3ccccc3c2=O)c([N+](=O)[O-])c1

screen / no.,49,50,51,52,53,54
DT40 TDP1 no CPT,29.1µM*,5.8µM*,4.7%,-1.2%,-2.0%,?
DT40 TDP1 CPT,23.1µM*,5.17µM*,5.8%,13.7%,7.2%,-20.3%
TDP1 inh,-0.2%,2.3%,·,·,·,6.4%

[55] COc1ccc(NC(=O)N2CCCC3(CCN(C(=O)Oc4ccccc4)CC3)C2)cc1
[56] C=C(C)[C@@H]1[C@H]2OC(=O)[C@H]1[C@]1(O)C[C@H]3O[C@]34C(=O)O[C@H]2[C@]14C
[57] CN1CC[C@@]2(c3cccc(O)c3)Cc3nc4ccccc4cc3C[C@H]2C1
[58] CCN(C(=O)COC(=O)c1cc(C)n(C2CC2)c1C)c1ccccc1
[59] O=c1[nH]sc2cc(F)ccc12
[60] CCn1c(O)c(C=NCc2cccs2)c(=O)[nH]c1=O

screen / no.,55,56,57,58,59,60
DT40 TDP1 no CPT,-13.2%,4.7%,?,?,2.31µM*,29.1µM*
DT40 TDP1 CPT,-4.7%,-9.8%,26.6µM*,?,1.84µM*,?
TDP1 inh,·,·,7.1%,3.8%[56.1 µM],5.7%,-2.1%

# In a second layout: two of the compounds above.
59	O=c1[nH]sc2cc(F)ccc12
  DT40 TDP1 no CPT: 2.31µM*; DT40 TDP1 CPT: 1.84µM*; TDP1 inh: 5.7%
57	CN1CC[C@@]2(c3cccc(O)c3)Cc3nc4ccccc4cc3C[C@H]2C1
  DT40 TDP1 no CPT: ?; DT40 TDP1 CPT: 26.6µM*; TDP1 inh: 7.1%

# Other structures.
[61] COC(=O)CN1C(=O)CN=C(c2ccccc2Cl)c2cc(Br)ccc21
[62] CCOc1ccc(C2(C#N)CC[N+](C)(C)CC2)cc1
[63] Cc1ccc(O)c(CN2CCN(c3ccccc3)CC2)c1
[64] Cc1ccc(NC(=O)CN2C(=O)CN=C(c3ccccc3)c3ccccc32)cc1Cl
[65] Cc1cccc(N2C(=O)CSC23C(=O)N(CC(=O)Nc2cccc(Cl)c2)c2ccccc23)c1 (stereo unspecified)
[66] Cc1ccc(CNCCc2ccc(F)cc2)s1

screen / no.,61,62,63,64,65,66
DT40 TDP1 no CPT,?,-4.9%,-14.3%,?,16.4µM*,-22.5%
DT40 TDP1 CPT,-9.4%,-10.6%,-3.2%,23.1µM*,23.1µM*,-13.6%
TDP1 inh,8.6%,1.0%,8.8%,0.0%,6.3%,2.1%

[67] Cc1cccc(C(=O)Nc2ccc3c(c2)CC2(C(=O)N(C)C(=O)N(C)C2=O)C2CCCN32)c1 (stereo unspecified)
[68] NC(=O)OCCSc1nnc(-c2cccc(C(N)=S)c2)o1
[69] CN1C(=O)C(=Cc2ccccc2OCc2ccc(Cl)cc2)C(=O)N(C)C1=O
[70] O=C(N/N=C/c1ccc([N+](=O)[O-])o1)c1cc([N+](=O)[O-])cc([N+](=O)[O-])c1O
[71] COc1ccc(C(O)(c2ccccc2)c2ccncc2)cc1 (stereo unspecified)
[72] CCCCn1nnnc1C(c1ccc(OC)cc1)N1CCC2(CC1)C(=O)NCN2c1ccccc1 (stereo unspecified)
[73] CN(C)CCc1c[nH]c2ccc(O)cc12
[74] Cc1cccc(-n2c(C)nc3cc(C(=O)N4CCC5(CC4)OCCO5)ccc32)c1
[75] COc1ccc(C=C2C(=O)N(C)C(=O)N(C)C2=O)cc1CSc1ccccn1

screen / no.,67,68,69,70,71,72,73,74,75
DT40 TDP1 no CPT,23.0%,?,-27.5%,-54.0%,?,?,-22.6%[92.5 µM],?,?
DT40 TDP1 CPT,3.1%,?,-0.1%,-39.1%,?,18.4µM*,?,20.6µM*,?
TDP1 inh,3.7%,-1.2%,·,·,·,·,·,2.8%,-4.0%
